NR2E3 ag-1 – NR2E3 agonists in two-hybrid cells, primary screen, cell-based, luminescence, CHO-S, Gal4-NCOR/VP16-NR2E3 | Photoreceptor-specific nuclear receptor (Homo sapiens), Q9Y5X4 | luciferase | inhibition of corepressor binding, % at 3.98 µM | 360,000 compounds, 0.35% hits | AID 602229, 2012;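 active means inhibition above the mean of all tested compounds plus 3 SD, cut at about 70% in these data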;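 further: 0% = DMSO with NR2E3 transfected cells and 100% = cells lacking NR2E3 construct; higher means lower luciferase signal from less NR2E3 corepressor binding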
Target sequence (Q9Y5X4 whole entry, looked up, the tested form may be a part): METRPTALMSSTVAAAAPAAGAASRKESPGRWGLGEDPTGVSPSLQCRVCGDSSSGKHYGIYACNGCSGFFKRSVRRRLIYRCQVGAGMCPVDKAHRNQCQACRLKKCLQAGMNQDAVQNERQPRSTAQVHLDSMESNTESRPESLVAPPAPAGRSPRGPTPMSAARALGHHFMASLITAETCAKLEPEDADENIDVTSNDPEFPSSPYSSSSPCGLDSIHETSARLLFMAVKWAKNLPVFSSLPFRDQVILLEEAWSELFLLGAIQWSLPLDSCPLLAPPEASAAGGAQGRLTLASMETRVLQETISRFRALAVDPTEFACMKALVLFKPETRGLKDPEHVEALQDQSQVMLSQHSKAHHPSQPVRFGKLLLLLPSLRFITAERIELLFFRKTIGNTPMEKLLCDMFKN
TRAIL sens C8 – viability loss with TRAIL in NB7+C8 cells, primary screen, TRAIL sensitizer project, cell-based, ATPlite luminescence | inhibition (viability loss, TRAIL sensitization), % at 10 µM | 360,000 compounds, 1% hits;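 active means compounds causing at least 50% loss of cell viability in the single-dose screen, relative to plate controls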
MITF TRPM1 inh – inhibitors of MITF-dependent TRPM1 promoter reporter, primary screen, cell-based, SK-MEL-5, single point, luciferase; SK-MEL-5 TRPM1 promoter luciferase, 24 h; inhibition, % at 12.5 µM; 330,000 compounds, 0.83% hits; AID 488899, 2010;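 active means mean inhibition across replicates of 60% or more, whatever share of single replicates reaches that level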; further: values of inactives mirror those of a sister screen read the other way
Peg3 promoter – Peg3 promoter-driven luciferase inhibitors, primary screen, cell-based, HeLa, luciferase luminescence. HeLa PEG-Prom luciferase reporter, overnight. inhibition, % at 20 µM. 360,000 compounds, 1.7% hits;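 active means inhibition of at least 50% at 20 µM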
HIF-2a block – HIF-2a reporter inhibitors, primary screen, luminescence, 786-0 RCC cells. 786-0 RCC cells HIF-2a reporter, luciferase luminescence, overnight. inhibition, % at 18.8 µM. 360,000 compounds, 0.72% hits. AID 624352, 2012;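 active means inhibition of the luminescence signal of 40% or more relative to plate controls, in a single-dose primary screen at 18.75 µM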
KKLEB cytotox – cytotoxicity in KKLEB CF airway cells, primary screen, cytotoxicity control for CF NF-kB inhibitor project, cell-based, uHTS, fluorescence assay plates. KKLEB CF airway cells viability, ATPlite luminescence, overnight; stronger effect = lower value; cells stimulated with P. aeruginosa culture filtrate. activity change (cytotoxicity), % at 5 µM. 360,000 compounds, 0.36% hits. AID 602141, 2011;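 active means corrected activity change at or below -50% at 5 µM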
CF NFkB block – inhibitors of PAF-induced NF-kB signaling, primary screen, cell-based, GFP fluorescence, uHTS. KKLEB NF-kB-GFP reporter, GFP fluorescence overnight. inhibition, % at 5 µM. 360,000 compounds, 0.86% hits;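 active means at least 50% inhibition at 5 µM, scaled per plate between neutral and stimulator controls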;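 further: PAF is a Pseudomonas aeruginosa culture filtrate used as stimulus; plate controls were PAF-stimulated DMSO wells for no effect and unstimulated DMSO wells for full effect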
Shn3 3UTR inh – reduction of Shn3 3'UTR firefly luciferase signal, primary screen, Schnurri-3 inhibitor project, cell-based, Clone20 osteoblasts, set 2 | Clone20 osteoblast Shn3 3'UTR firefly luciferase, 24 h | inhibition, % at 12.5 µM | 360,000 compounds, 0.52% hits | AID 588674, 2011;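 active means mean inhibition of at least 75% with every replicate also reaching 75%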;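 further: 0% = median of neutral control wells and 100% = pilot-screen positive control compound; some compounds past the cut are filed as inactive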
NR2E3 ag-2 – inhibitors of NR2E3-RetCOR corepressor binding, primary screen, NR2E3 agonist project, biochemical, TR-FRET, GST-NR2E3, biotin-RetCOR; AID 2300, 2010; 320,000 compounds, 0.12% hits; 1536-well; inhibition of corepressor binding, % at 4.78 µM; Photoreceptor-specific nuclear receptor (Homo sapiens), Q9Y5X4;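 active means percent inhibition above the cutoff of mean plus 3 SD of all tested compounds, set per screening campaign, cut at about 20% in these data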;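 further: 0% = DMSO wells and 100% = biotin wells as full block of FRET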
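Material: NR2E3–RetCOR corepressor complex / Incubation: Compound–protein incubation for 5 h at 4 °C / Dosing: compound at 4.8 µM, single dose / Detection: time-resolved FRET / Benchmarks: high control biotin, low control 0.6% DMSO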
TROY NFkB inh – inhibitors of TROY-driven NF-kB signaling, primary screen, Q293 LMP1-TROYcd cells, NF-kB luciferase, uHTS; 360,000 compounds, 0.98% hits; AID 1347056, 2019; inhibition, % at 10 µM; Q293 LMP1-TROYcd NF-kB luciferase reporter, 4 h;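 active means compounds whose plate-normalised and pattern-corrected inhibition of the luciferase reporter signal at the single screening dose is 50% or more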
TWEAK-Fn14 inh – inhibitors of TWEAK-Fn14 signaling, primary screen, luciferase reporter cells, uHTS. inhibition, % at 10 µM. 360,000 compounds, 2% hits. TWEAK-stimulated Fn14 reporter cells, luciferase luminescence, 8 h; in the data active means inhibition above about 50%
An asterisk follows results filed as active; / = not tested or not shown. A portion of the library; count on the stated rates, not on these rows.

SMILES	NR2E3 ag-1	TRAIL sens C8	MITF TRPM1 inh	Peg3 promoter	HIF-2a block	KKLEB cytotox	CF NFkB block	Shn3 3UTR inh	NR2E3 ag-2	TROY NFkB inh	TWEAK-Fn14 inh
COCCNC(=O)c1ccccc1N(Cc1ccccc1)S(=O)(=O)c1ccccc1	-30	-3	/	8	14	4	-14	-1	5	-13	8
COc1ccc([N+](=O)[O-])cc1NS(=O)(=O)Cc1ccccc1	2	-4	-1	10	11	-13	10	6	-2	-1	9
CCOC(=O)c1sc2cc([N+](=O)[O-])cc(SCCO)c2c1N	-20	2	-7	-21	5	-4	-28	-8	-3	-13	-27
CCSc1nc2sc3c(c2c(=O)n1C1CCCCC1)CCN(C)C3	-34	-6	-6	-4	24	2	-7	11	/	0	8
CC(C)N1CCN(Cc2cccs2)CC1CCO (stereo unspecified)	0	-10	-4	9	15	-2	-6	-8	/	3	1
COc1ccc(C(C)C)cc1S(=O)(=O)NC1CCCC1	-13	-13	10	21	12	-7	18	-5	2	10	-5
Oc1[nH]c(=S)sc1/C=C1\C(c2ccccc2)=Nc2ccccc21	-11	-4	-5	2	-6	-18	12	10	-1	21	-12
Cc1ccc(NC(=O)c2ccccc2)cc1OC(=O)c1ccccc1	-35	-13	-48	-137	-290	11	-14	-21	3	-23	-24
COc1ccc(-n2c(Cc3cccn3C)nnc2SCC(=O)NCc2ccc(F)cc2)cc1	-22	-1	7	-9	1	11	2	5	-1	-10	23
Cc1ccc2nc3c(c(N)c2c1)CCN3c1ccccc1	-8	-8	-34	-56	-71	-5	-22	19	-1	-18	-10

In the list so far, three contain an aryl thioether with sulfur outside any ring:
SMILES	NR2E3 ag-1	TRAIL sens C8	MITF TRPM1 inh	Peg3 promoter	HIF-2a block	KKLEB cytotox	CF NFkB block	Shn3 3UTR inh	NR2E3 ag-2	TROY NFkB inh	TWEAK-Fn14 inh
CCOC(=O)c1sc2cc([N+](=O)[O-])cc(SCCO)c2c1N	-20	2	-7	-21	5	-4	-28	-8	-3	-13	-27
CCSc1nc2sc3c(c2c(=O)n1C1CCCCC1)CCN(C)C3	-34	-6	-6	-4	24	2	-7	11	/	0	8
COc1ccc(-n2c(Cc3cccn3C)nnc2SCC(=O)NCc2ccc(F)cc2)cc1	-22	-1	7	-9	1	11	2	5	-1	-10	23

The listing continues:
SMILES	NR2E3 ag-1	TRAIL sens C8	MITF TRPM1 inh	Peg3 promoter	HIF-2a block	KKLEB cytotox	CF NFkB block	Shn3 3UTR inh	NR2E3 ag-2	TROY NFkB inh	TWEAK-Fn14 inh
COc1ccc(/C=C/C(=O)NC(=S)NNC(=O)c2cc(OC)c(OC)c(OC)c2)cc1OC	-26	-1	/	29	15	-4	-1	-13	-1	3	15
CCN(CC)c1ccc(N2C(=O)/C(=C/c3cccnc3)SC2=S)cc1	-3	-20	12	11	8	-39	56*	18	-1	4	26
CC1CC(=O)Nc2ccccc2N1 (stereo unspecified)	4	-12	-2	-6	0	8	-23	-6	/	-3	5
CN1CCN(C(=O)c2cccc3c(-c4ccc(F)c(F)c4)coc23)CC1	-39	-11	/	-3	-9	0	-14	2	/	-21	9
Cc1ccc(S(=O)(=O)N/N=C/c2ccc(OCC(=O)NC(C)C)cc2)cc1	-16	-4	-9	-23	-10	0	2	-2	1	12	-16
CCCCc1cc(=O)oc2c(C)c(OCC(=O)NCCN3CCOCC3)ccc12	15	-9	2	9	11	13	-11	13	2	-8	-8
O=C(CSc1nnnn1-c1ccc(Cl)cc1)NC1CCS(=O)(=O)C1 (stereo unspecified)	6	-10	-5	10	13	7	12	10	/	10	7
O=C(Cc1ccc(F)cc1)Oc1ccc(C(=S)N2CCCC2)cc1	-9	7	12	13	12	5	-26	8	-3	-3	0
CCOC(=O)c1nn(-c2ccccc2F)c2nc(-c3ccco3)c(C#N)c(=O)n12	3	-16	10	17	9	10	1	3	5	0	-15
CCOC(=O)c1ccc(NC(=O)C2(c3ccccc3)CCOCC2)cc1	8	8	2	16	7	3	-2	-2	0	/	9
Clc1ncccc1-c1nnn(-c2ccccc2Br)n1	-46	11	-62	-162	-223	-13	-4	-85	1	-13	-26
Nc1c2c(nc3cccc(Cl)c13)N(c1ccccc1)CC2	-36	17	-8	-82	-56	1	-9	-11	1	-11	-15
CCc1ccc(C2CC(=O)N3CN(c4ccccc4)CSC3=C2C#N)cc1 (stereo unspecified)	-22	0	/	-4	-13	4	-16	7	7	2	11
CCCCCCN=C(C)c1ccccc1O	6	-14	4	12	13	7	-6	-15	0	15	-16
O=C(CCC1CCCN(C(=O)c2cncs2)C1)NCc1ccc(F)c(F)c1 (stereo unspecified)	5	-6	-13	-6	-3	4	5	2	6	-28	-13
CCC(CC)NC(=O)Cc1ccccc1[N+](=O)[O-]	0	-6	3	6	6	3	-9	-5	1	21	-3
CCN1C(=O)[C@H]2[C@@H](c3ccc(C)cc3)N3C(=O)N(c4ccc(C)cc4)C(=O)[C@@]3(Cc3ccc(Cl)cc3)[C@H]2C1=O	-15	-5	-12	0	-2	-34	13	7	3	-5	-7
CCOc1ccccc1N(CC(=O)Nc1ccc(S(=O)(=O)N2CCOCC2)cc1)S(C)(=O)=O	-1	6	-1	4	14	5	-17	7	3	-4	13
C/C(=N\NC(=O)C(N)=O)c1ccc2c(c1)OCCO2	-42	-4	17	-10	6	4	2	0	4	6	2
CCCCN1CNC(=S)N(CCc2ccccc2)C1	-17	6	0	5	15	-2	4	-22	-4	9	-2
Cc1ccc([C@@H]2CC(=O)[C@@H]3CN(S(=O)(=O)c4ccc(C)cc4)[C@H](c4ccccc4)C[C@@H]3N2S(=O)(=O)c2ccc(C)cc2)cc1	9	14	/	4	12	5	21	10	/	-13	-22
Cc1ccc(NC(=O)CNCc2ccccc2)cc1Br	-26	-8	-10	-46	-101	0	6	4	-3	-44	-15
O=C(CSCCO)Nc1ccc(C2CCCCC2)cc1	3	13	-69	-146	-48	-11	9	-23	-1	-38	2
Cc1ccc(C(=O)N/C(=C\c2ccc(Cl)cc2)C(=O)NCCN2CCOCC2)cc1	-7	-3	0	-4	8	2	-5	2	0	-11	14
CN(c1ccccc1)S(=O)(=O)c1ccc(C(=O)Nc2nccs2)cc1	-17	27	1	-21	-5	0	-16	3	3	-20	21
CC1Oc2ccccc2N(CC(=O)NCC2CCCO2)C1=O (stereo unspecified)	3	-17	-3	-6	5	8	-4	-25	3	-25	-1
CN(C)CCC#CC(O)(c1ccccc1)c1ccccc1	-1	-7	-2	10	17	-10	20	-9	-1	6	8
COC(=O)c1cccc(Cn2c(Cl)c(/C=N/NC(=O)c3ccccc3Cl)sc2=O)c1	14	48	5	9	11	-16	-11	0	0	9	-2
COC(=O)c1cc(Cl)c(NC(=O)c2ccc(C(C)(C)C)cc2)cc1OC	-65	7	-9	-94	-234	-7	0	12	-1	-2	-6
Cc1ccc(-n2c(-c3nn(C)cc3Cl)n[nH]c2=S)cc1	-27	-9	-1	-1	4	11	7	9	3	5	5
O=C(/C(=N\O)n1cncn1)c1ccc(Cl)cc1Cl	-10	-6	14	5	21	-3	21	-17	2	-4	-6
O=C(Nc1cccc(Cl)c1)C1CC1c1ccccc1 (stereo unspecified)	1	-3	6	9	-1	-6	11	0	0	-23	11
CCOc1ccc(CCNC(=O)CN2C(=O)c3cccnc3Oc3ccc(Cl)cc32)cc1	-10	4	16	9	12	13	-18	19	9	5	2
Cc1ccc(N2C(=O)CC(NNC(=O)Cc3ccc(F)cc3)C2=O)cc1Cl (stereo unspecified)	8	-3	-12	14	12	1	2	-4	-2	-19	12
Cc1cc(Br)c(Oc2cc(NN3CCCCC3)c([N+](=O)[O-])cc2[N+](=O)[O-])c(Br)c1	13	-6	55	16	9	-8	6	7	/	-11	3
O=C(COC(=O)c1cc(Cl)nc2ccccc12)c1ccc(Cl)cc1	23	-11	6	16	2	-6	-2	19	1	-22	1
O=C(OCc1nc2ccccc2s1)C1CCN(S(=O)(=O)c2cccs2)CC1	-80	8	-18	-162	-189	3	-6	-75	2	12	-3
COc1ccc(C(CNC(=O)c2nn(-c3ccccc3)c(=O)c3ccccc23)N2CCOCC2)cc1 (stereo unspecified)	-24	3	5	0	9	0	5	7	/	-1	15
CCOP(=O)(O)c1ccccc1OCCCCCOc1ccccc1P(=O)(O)OCC	14	-6	1	11	4	5	17	-15	3	3	12
Cc1cc(C)nc(Sc2ccc(/C=C(\C#N)C(N)=O)o2)n1	-17	-12	-5	14	14	-2	-3	15	-6	1	-13
O=c1sc2ccccc2n1Cc1ccccc1	-10	4	-8	17	9	-9	4	2	5	-10	-8
Cc1cccc(NC(=O)NNC(=O)COc2ccc([N+](=O)[O-])cc2)c1C	1	-3	2	20	12	11	-19	4	-2	3	0
Cc1ccnc(NC(=O)CCNC(=O)c2ccccc2Cl)c1	-39	3	-24	-54	-170	7	-1	-67	1	20	-8
CC(=O)c1ccc(NC(=O)COC(=O)C2C3CC4OC(=O)C2C4C3)cc1 (stereo unspecified)	-9	9	-1	2	-16	2	-16	-8	0	-1	23
CCN(CC)S(=O)(=O)c1ccc(/C=C/C(=O)OCC(=O)NCc2ccc3c(c2)OCO3)cc1	-6	-1	5	8	4	13	0	-4	1	19	-1
COc1ccc(CN2C(CC(=O)Nc3cccnc3)c3ccc(C(F)(F)F)cc3S2(=O)=O)cc1 (stereo unspecified)	-2	14	-4	-5	-6	0	27	-9	/	-1	-9
COc1ccc(CNC(=O)CN2C(=O)COc3ccc(S(=O)(=O)NC4CCCC4)cc32)cc1	-28	-7	-9	7	-13	2	-3	1	2	-4	12
c1ccc2c(c1)c1ccccc1n2CN1CCOCC1	-18	9	-7	-13	-11	10	2	-9	1	/	75*
Cn1c(C(=O)NC2CCCCC2)cc2c(=O)n(C)c3ccccc3c21	12	24	/	-1	-36	1	-37	-14	-16	-4	-34
COC(=O)c1sccc1NC(=O)Nc1ccc(F)cc1F	-20	19	1	1	-13	-11	2	0	-2	-18	-4
Cc1ccc(-n2nc(-c3ccc(OC(F)(F)F)cc3)cc2N)cc1C	-10	8	/	-30	-44	10	-3	/	-2	-66	-24
O=S(=O)(c1ccc(Cl)s1)N1CCC2(CC1)OCCO2	-6	-5	1	9	-5	23	-21	1	2	4	6
O=[N+]([O-])c1ccc(-c2csc(NN=C3CCCC3)n2)cc1	-82	26	-41	-218	-268	2	-10	-23	6	39	6

Assay outcomes as filed in PubChem BioAssay.
